hK5 inh: human KLK5 protease inhibitors, primary screen, biochemical, 1536-well; AID 873, 2007; 210,000 tested, 0.59% active; recombinant hK5, fluorogenic AMC substrate cleavage; inhibition, % at 5 µM; Kallikrein-5 (Homo sapiens), Q9Y337;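 active means inhibition of 40% or more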;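 further: 0% = enzyme controls without compound and 100% = no-enzyme blanks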
Target sequence (Q9Y337 67-293 limits assumed): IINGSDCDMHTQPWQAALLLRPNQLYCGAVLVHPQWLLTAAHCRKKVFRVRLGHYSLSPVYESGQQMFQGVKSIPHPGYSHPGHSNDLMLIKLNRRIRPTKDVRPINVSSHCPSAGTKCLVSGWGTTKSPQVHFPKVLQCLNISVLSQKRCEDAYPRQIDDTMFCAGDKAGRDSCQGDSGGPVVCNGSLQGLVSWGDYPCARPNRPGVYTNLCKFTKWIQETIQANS
FXIIa inh: human FXIIa protease inhibitors, primary screen, biochemical, 1536-well | Coagulation factor XII (Homo sapiens), P00748 | purified FXIIa, Boc-QGR-AMC fluorogenic substrate, 2 h | inhibition, % at 5 µM | 220,000 tested, 0.3% active; in the data active means inhibition above about 40%;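 further: 0% = enzyme with no compound and 100% = blank without enzyme; many of its hits are not listed in these tables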
KCC2 mod: KCC2 cotransporter modulators, thallium flux, primary screen, cell-based, HEK293 KCC2, FluoZin-2 fluorescence, MLSMR; KCC2 cells, thallium flux FluoZin-2 fluorescence; B-score of Tl+ flux slope (higher = more flux/activation; lower = inhibition) at 10 µM; 190,000 tested, 2.2% active;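 active means thallium flux slope and its plate-corrected score both differing from the plate sample mean at a set confidence after two filtering rounds, in either direction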;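 further: slope of fluorescence scaled to starting intensity during 10 to 20 s after thallium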
p97 ATPase inh: inhibitors of human p97 ATPase, primary screen, biochemical | recombinant p97 ATPase, Kinase-Glo ATP luminescence, 3 h | inhibition, % at 8 µM | 220,000 tested, 0.42% active; in the data active means inhibition above about 15%;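 further: 0% = DMSO vehicle and 100% = wells lacking enzyme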
FXIa inh: human FXIa protease inhibitors, primary screen, biochemical, 1536-well. 220,000 tested, 0.14% active. purified FXIa, Boc-Glu-Ala-Arg-AMC fluorogenic substrate. AID 798, 2007. inhibition, % at 5 µM;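 active means inhibition of at least 40%; inactive means inhibition below 40%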;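 further: fluorescence of freed AMC excited at 355 nm; 0% = enzyme without compound and 100% = no enzyme blank; many of its hits are not listed in these tables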
Thrombin inh: human alpha-thrombin inhibitors, primary screen, counter-screen for coagulation protease inhibitor project, biochemical, 1536-well, fluorogenic AMC substrate; Prothrombin (Homo sapiens), P00734; Boc-VPR-AMC fluorogenic substrate cleavage; inhibition, % at 5 µM; 220,000 tested, 0.26% active;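 active means inhibition at or above 40%; inactive means inhibition below 40%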;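 further: 0% = enzyme with no compound and 100% = wells without enzyme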
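Material: human alpha-thrombin protein. Incubation: reaction at ambient temperature. Technique: fluorescence of released AMC, ex 355 nm, em 460 nm. Control set: no-compound enzyme wells and no-enzyme blanks. Also added: Boc-VPR-AMC substrate, 15 µM final. Buffer or medium: pH 7.5 Tris (50 mM) with NaCl 150 mM, Tween 20 0.05%.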
Furin inh: human furin inhibitors, primary screen, biochemical, fluorescence intensity | AID 463115, 2010 | purified furin, fluorogenic substrate cleavage | 220,000 tested, 0.061% active | P09958 | inhibition, % at 30 µM; in the data active means inhibition above about 25%; further: inactives centre near -15
Target sequence (P09958 108-714 limits assumed): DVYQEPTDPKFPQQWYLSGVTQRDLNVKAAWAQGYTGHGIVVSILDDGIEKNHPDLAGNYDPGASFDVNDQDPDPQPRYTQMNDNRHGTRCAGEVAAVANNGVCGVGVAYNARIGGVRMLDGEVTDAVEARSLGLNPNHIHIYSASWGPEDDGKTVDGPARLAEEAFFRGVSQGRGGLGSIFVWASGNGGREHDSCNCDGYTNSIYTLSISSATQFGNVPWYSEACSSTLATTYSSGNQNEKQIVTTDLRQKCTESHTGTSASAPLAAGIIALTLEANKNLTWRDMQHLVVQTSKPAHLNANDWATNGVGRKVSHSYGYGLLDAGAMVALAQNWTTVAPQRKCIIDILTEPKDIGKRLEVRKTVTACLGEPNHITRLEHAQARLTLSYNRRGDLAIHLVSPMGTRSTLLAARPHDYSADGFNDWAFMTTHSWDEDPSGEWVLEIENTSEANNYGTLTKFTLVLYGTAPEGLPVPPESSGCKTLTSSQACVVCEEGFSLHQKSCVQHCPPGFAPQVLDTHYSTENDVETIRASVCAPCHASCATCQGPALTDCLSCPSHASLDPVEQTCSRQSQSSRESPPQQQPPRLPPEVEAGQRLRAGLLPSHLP
Wee1 stabilizer: Wee1 degradation inhibitors, primary screen, cell-based, HeLa, Wee1K328M-luciferase, luminescence | Wee1-like protein kinase (Homo sapiens), P30291 | HeLa Luc-Wee1K328M stability; 100% = proteasome inhibitor MG132 effect | reporter increase, % at 5 µM | 220,000 tested, 1.2% active | AID 1321, 2008;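 active means activation above the mean of all tested compounds plus 3 SD, set per screening run, cut at about 8.8% in these data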;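 further: cells exposed to compound for 20 h before luminescence read; 0% = DMSO alone and 100% = MG132 at 30 µM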
PERK inhibitor: block of dimerizer-induced PERK translation repression, primary screen, PERK inhibitor project, CHO PERK-DD cells, SEAP luminescence, HTS. inhibition, % at 5.6 µM. CHO PERK-DD fusion, SEAP luminescence translation reporter. AID 1416, 2008. Eukaryotic translation initiation factor 2-alpha kinase 3 (Homo sapiens), Q9NZJ5. 220,000 tested, 0.17% active;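 active means inhibition above the mean inhibition of all tested compounds plus 3 SD, set separately per screening campaign, cut at about 2.9% in these data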;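 further: PERK kinase domain activated by AP20187 dimerizer at 100 nM; 0% = DMSO with dimerizer and 100% = rapamycin at 8.4 µM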
* = called active by the depositor; . = not tested or not shown; [ ] = another dose, or the depositor's remark.

item	SMILES	Wee1 stabilizer	hK5 inh	PERK inhibitor	FXIIa inh	Thrombin inh	FXIa inh	Furin inh	p97 ATPase inh	KCC2 mod
1	Cc1nc(SCC(=O)N2CCOCC2)c2c(=O)n(C)c(=O)n(C)c2n1	-3.1	1.9	0.7	5.9	-5.4	-0.2	-21.1	3.9	0.112
2	Cc1ccc2c(c1)COc1c3ccc(C(=O)NCC4CC4)cc3nn1-2	.	6.1	.	10.2	3.0	4.7	-15.9	.	-0.443
3	Cc1noc(C)c1COC(=O)C(c1ccccc1)c1ccccc1	5.9	-3.6	0.1	10.1	-4.9	-1.5	-21.4	-6.4	-0.928
4	C=CCOc1c(Cl)cc(CNCCC)cc1Cl	1.5	-11.8	0.6	3.8	1.8	-0.4	-15.0[20 µM]	1.3	.
5	CCc1nnc(NC(=O)CCC(=O)NCc2ccccc2OC)s1	3.7	-0.2	0.4	15.0	2.6	1.8	-15.6[20 µM]	2.7	0.531
6	Cc1ccc(N=Nc2ccc(C)cc2NC(=O)Nc2ccccc2F)cc1	-3.2	-1.7	1.3	10.2	3.3	-5.6	-9.5	5.2	-0.403
7	C=CCn1c2[n+](c3ccccc3c1=O)CCCCC2	2.9	-17.1	0.8	4.2	0.6	-4.8	-35.1	0.5	0.485
8	CCN(CC)CCCn1c(=S)[nH]c2ccccc2c1=O	-1.0	-3.6	1.4	19.6	-1.0	3.4	-19.5	6.7	0.0622
9	CCCC(=O)C1=C(O)C(C(=O)OC)C(C)(C)CC1=NCCc1ccc(OC)c(OC)c1 (centres undefined)	-1.9	-2.0	-0.8	9.5	-0.1	-4.0	-24.1	4.0	-0.244
10	O=C(c1ccccc1)c1ncc(C(F)(F)F)cc1Cl	-4.2	-22.6	-0.3	19.8	2.3	17.6	-11.7[20 µM]	-4.8	0.186
11	CN(C)/C=C/C(=O)c1cnc(-c2cccc(Cl)c2)s1	2.5	0.9	0.0	6.2	-4.5	-0.2	-7.8	-4.9	.
12	CC1=Nc2cccc([N+](=O)[O-])c2NC(=O)C1	14.6*	-6.5	0.6	10.9	2.0	-1.5	-15.4	-3.5	0.537
13	Cc1noc(C)c1S(=O)(=O)Nc1cc(C(F)(F)F)ccc1N1CCOCC1	-3.0	-9.8	1.0	3.0	-0.5	-5.9	-1.2	4.6	-1.06
14	CC1CCC2C(=O)N(c3ccc(NC4CCN(Cc5ccccc5)CC4)c([N+](=O)[O-])c3)C(=O)C2C1 (centres undefined)	-2.8	-4.2	-0.3	3.3	-9.3	-3.9	-20.8	1.9	-2.83
15	Cc1ccc(S(=O)(=O)NCCC(=O)N2CCN(Cc3ccccc3)CC2)cc1	0.1	1.3	-0.1	8.0	-4.4	1.6	-19.3	-0.1	-0.731
16	CCn1ncc(CN2CCN(Cc3ccc(OC)c(C)c3C)C(CCO)C2)c1C (centres undefined)	0.5	0.6	0.4	14.5	-3.2	-1.5	-22.4	3.3	1.73
17	CC1CC(=O)NN=C1c1ccc(NCCO)c([N+](=O)[O-])c1 (centres undefined)	-1.9	-4.0	0.7	4.5	-0.6	-4.2	-9.7[20 µM]	-1.8	.
18	Cc1nn(C)c(Cl)c1CN1CCCC(CO)(Cc2ccccc2)C1 (centres undefined)	0.0	.	1.3	12.4	3.1	4.5	-27.8	0.6	.
19	Cc1ccccc1Cn1cnc2c(NS(C)(=O)=O)c(C)c(C)cc21	-1.7	-0.8	-0.1	40.9*	2.5	0.9	-27.0[20 µM]	1.5	.
20	Cc1cc(C)c(S(=O)(=O)Nc2cccc(S(=O)(=O)NC3=NCCC3)c2)c(C)c1	-0.6	-0.7	1.5	6.3	-11.4	-2.1	-25.5	4.3	0.66
21	O=C(c1ccc2c3c(cccc13)CC2)C1CCCN(C(=O)c2cc[n+]([O-])cc2)C1 (centres undefined)	0.5	3.3	0.7	8.9	0.0	0.6	-17.8	4.3	-0.0392
22	CSC1=C(C#N)C(c2ccncc2)C(C(=O)Nc2ccccc2)=C(C)N1 (centres undefined)	-1.1	17.0	1.2	28.4	22.6	31.0	-12.2	-4.1	-0.116
23	CCOc1ccccc1OCCCOc1ccc(C)cc1Cl	-3.6	3.8	2.5	16.2	1.5	2.9	-16.3[20 µM]	1.1	.
24	C=CCOc1cccc(/C=N/NC(=O)CN(c2cc(Cl)ccc2OC)S(=O)(=O)c2ccc(C)c([N+](=O)[O-])c2)c1	-0.4	-19.1	0.5	5.2	0.6	0.2	-12.8	5.6	-0.484
25	CN1C(=O)[C@@H]2[C@@H]3C[C@@H]([C@H]4ON=C(c5ccc(Cl)cc5)[C@@H]34)[C@@H]2C1=O	-0.4	2.2	-0.3	7.6	-2.3	-8.0	-4.2	2.7	0.717
26	COc1ccc(N2C(=O)CCC2(C#N)c2ccc(OC)cc2)cc1 (centres undefined)	-0.1	6.9	0.3	11.8	2.7	1.6	-21.7[20 µM]	-3.5	0.513
27	Cc1ccc2cccc(NC(=S)NC(=O)c3ccccc3)c2n1	-0.9	-13.5	0.9	-4.2	-3.0	-7.4	-20.6[20 µM]	-2.6	.
28	COc1cc(S(=O)(=O)N2CCN(C)CC2)ccc1Cl	-1.9	-7.1	-0.1	15.8	-2.2	16.7	-5.0[20 µM]	6.1	0.771
29	O=C(O)c1ccc(NS(=O)(=O)c2ccc3c(c2)OCCO3)cc1	.	-5.3	.	14.0	-2.6	2.2	-17.3	.	0.528
30	COc1ccc(/C=C/C(=O)NNc2cc(=O)n(C)c(=O)n2C)cc1OC	0.4	0.0	0.7	7.6	-4.8	-0.8	-11.1	0.2	-0.0112

Part of the list above, reformatted.
8) CCN(CC)CCCn1c(=S)[nH]c2ccccc2c1=O
9) CCCC(=O)C1=C(O)C(C(=O)OC)C(C)(C)CC1=NCCc1ccc(OC)c(OC)c1 (centres undefined)
10) O=C(c1ccccc1)c1ncc(C(F)(F)F)cc1Cl

| compound no. | 8 | 9 | 10 |
| --- | --- | --- | --- |
| Wee1 stabilizer | -1.0 | -1.9 | -4.2 |
| hK5 inh | -3.6 | -2.0 | -22.6 |
| PERK inhibitor | 1.4 | -0.8 | -0.3 |
| FXIIa inh | 19.6 | 9.5 | 19.8 |
| Thrombin inh | -1.0 | -0.1 | 2.3 |
| FXIa inh | 3.4 | -4.0 | 17.6 |
| Furin inh | -19.5 | -24.1 | -11.7[20 µM] |
| p97 ATPase inh | 6.7 | 4.0 | -4.8 |
| KCC2 mod | 0.0622 | -0.244 | 0.186 |

(further entries)
item	SMILES	Wee1 stabilizer	hK5 inh	PERK inhibitor	FXIIa inh	Thrombin inh	FXIa inh	Furin inh	p97 ATPase inh	KCC2 mod
31	CCOC(=O)c1[nH]c2ccccc2c1NC(=O)C(CC)CC	-0.3	-2.1	1.1	22.8	-5.4	1.3	-24.6	4.5	0.628
32	O=C(NNc1ccc(O)cc1)c1ccc(Br)cc1	-2.6	-4.3	0.7	10.9	1.4	6.9	-13.4	-0.5	0.321
33	O=C(NCCCN1CCCCCC1)c1ccc2c(c1)NC(=O)C(N1CCOCC1)S2 (centres undefined)	0.7	3.7	1.5	19.7	-0.7	4.3	-11.9	2.7	.
34	CN1CCN(c2ncc(CN3C(=O)c4ccccc4C3=O)s2)CC1	-1.9	1.4	2.4	10.0	-0.6	-1.6	-30.9	5.1	-0.361
35	NC(=O)NC(=O)CSc1nc2cc([N+](=O)[O-])ccc2n1-c1cccc(C(F)(F)F)c1	0.4	0.7	-0.5	7.1	-0.6	0.3	-19.6	2.7	6.95*
36	CC(Oc1ccccc1F)C(=O)/C=C/N(C)C (centres undefined)	0.9	6.6	1.1	-4.6	-18.3	1.3	-8.5[20 µM]	5.0	0.277
37	FC(F)(F)c1cnc(Oc2ccc(-c3nnco3)cc2)c(Cl)c1	-0.3	-11.4	0.7	22.7	0.3	15.0	-28.3	0.8	0.352
38	COc1ccc(C)cc1NC(=O)C(OC(=O)c1cc(C)oc1C)c1ccccc1 (centres undefined)	1.1	-9.8	0.0	10.6	-8.6	1.1	-9.0	-1.1	0.58
39	Cc1sc(NC(=O)CCC(=O)O)c(C#N)c1C	-2.5	-1.6	0.9	13.0	6.5	7.2	3.7	-5.1	0.0127
40	O=C(N/N=C\c1ccc(CNS(=O)(=O)c2ccccc2)o1)C(=O)Nc1ccc(F)cc1	-1.7	-7.9	0.1	2.8	-3.8	3.7	-34.1	-0.7	0.349
41	COc1ccc(Nc2nc3ccccc3c(=O)s2)c(OC)c1	1.1	4.4	-1.0	-10.1	-16.1	2.3	-19.5	-5.6	0.541
42	NNc1nc2c(F)cc(F)cc2s1	0.5	-17.6	0.2	0.2	-7.2	-6.2	-2.6	-6.2	0.835
43	Cn1c(=O)c(Oc2ccc(Cl)cc2)c(O)c2ccccc21	-0.1	-8.4	1.1	11.6	-0.7	1.9	-13.5	-1.1	.
44	CCc1cc2c(NCC3CCCO3)nc(C)nc2s1 (centres undefined)	-1.4	-10.3	0.0	6.5	-1.9	2.3	-12.9[20 µM]	-5.2	1.35
45	CCOC(=O)N1CCC(N2Cc3cccc(C(=O)Nc4ccc(OC)c(OC)c4)c3C2=O)CC1	0.9	-14.0	0.1	25.5	-3.1	17.1	-6.2	2.5	-0.624
46	CCOC(=O)c1c(-c2ccccc2)csc1NC(=O)c1cc2ccccc2oc1=O	-1.6	4.6	0.9	2.5	11.5	4.5	-6.7	-1.7	-0.00685
47	CCCC(C)n1[nH]c(=O)cc1N (centres undefined)	-4.4	4.8	0.8	8.0	1.7	4.8	-22.0[20 µM]	1.8	-0.37
48	COc1ccc2[nH]cc(C=O)c2c1	-1.9	0.5	1.1	14.0	-1.1	19.3	-15.4	4.3	-0.21
49	COc1cc(/C=N/n2nnnc2N)ccc1O	2.8	22.2	0.2	9.7	-3.8	0.8	0.6	-3.6	0.638
50	O=C(CSc1n[nH]c(=O)[nH]c1=O)N1CCCCCC1	3.3	-1.3	0.2	3.3	-3.7	-0.4	-12.6	6.7	-0.696
51	COc1ccc(N2C(=O)S[C@@H]3CS(=O)(=O)C[C@@H]32)cc1	3.0	-3.6	0.1	7.1	-1.0	0.5	-18.0	1.1	-0.591
52	CCOc1cc(C(=O)Nc2ccc([N+](=O)[O-])cn2)cc(OCC)c1OCC	3.8	-22.5	-0.6	6.1	-0.5	4.5	-3.8	1.8	0.959
53	CCN(CC)C(=O)C1=C(C)Nc2ncnn2C1c1cccnc1 (centres undefined)	6.2	2.6	0.9	6.4	-6.2	4.5	-30.3	3.8	0.718
54	Nc1ccccc1SCc1ccccc1	0.2	1.9	1.0	15.7	1.3	-1.8	-27.2	4.2	-0.0778
55	O=c1c2ccccc2nc2c3ccccc3c(NCc3ccccn3)nn12	-1.1	-15.7	-0.1	-15.0	-2.2	-6.7	-6.5	8.3	-0.33
56	COc1ccc(NC2c3ccccc3C(=O)N2c2cccnc2)cc1Cl (centres undefined)	-1.0	-3.0	-0.8	8.9	-5.3	5.0	-7.4	-6.5	-0.853
57	CCCN(CCC)S(=O)(=O)c1nc2nc(C)cc(C)n2n1	7.1	2.7	1.3	9.3	-3.0	5.7	-1.4	4.6	0.126
58	CCCCCc1cc(=O)oc2c(C(CCN(CC)CC)c3ccc(OC)cc3)c(OC)cc(OC)c12 (centres undefined)	.	1.2	.	8.0	2.7	0.8	-7.9	.	-1.12
